Ub-GFP proteasome – ubiquitin-GFP accumulation via proteasome inhibition | Ubiquitin-GFP reporter cells, proteasome inhibition, GFP fluorescence; response scale: untreated = 0%, 10 µM MG-132 = 100% | 67,000 tested, under 10 active | AID 526 | Potency, µM (series often up to 45.9 µM), without a hit: top-dose activation (GFP accumulation), usual class: activators; active = well fitted activation curve with a large enough effect, not every such curve was filed as active; inconclusive = small, poorly fitted or top-dose-only effect, or another doubt; inactive = no such curve, though single readings can be large or run the other way; note: potency is the fitted concentration of half-maximal effect
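U2OS Ub(G76V)-GFP reporter; O/N plating, 0.5% FBS; cpd 46 uM–2.9 nM, 4 h, 37 °C; GFP+ cell count, 488/515 nm; norm. to basal vs 10 uM MG-132; CRC fit.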
CRE-bla Fsk – alters forskolin-stimulated CRE reporter signaling in CHO cells; Potency, µM (highest dose often 38.2 µM), for the others: at the highest dose activity change, negative = inhibition, most hits filed as activators; 2.5% of 71,000 active; AID 662; CHO CRE-bla reporter (cAMP response element driving beta-lactamase), forskolin EC10, beta-lactamase ratio; active = well fitted activation curve with a large enough effect in the signal ratio, with a control signal flat, not every such curve was filed as active; inconclusive = small, poorly fitted or top-dose-only effect, or effect the other way, or a change in a side signal; the % refers to the signal ratio; note: potency is the fitted concentration of half-maximal effect; % of control where 0% means no effect
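Beta-lactamase reporter under a cAMP responsive element in CHO cells; compounds tested in titration series against EC10 NKH 477, 3 h at 37 °C. Read-out: CCF4 FRET ratio 460nm/530nm (excitation 405nm) giving %Activity, fitted to AC50.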
Texas Red fluor – Texas Red region autofluorescence | 0.06% of 59,000 active | Compound fluorescence, Texas Red channel, 547/618 nm; hits give high values | max dye-equivalent concentration, M | AID 587; in the data active = max dye-equivalent concentration above about 10 nM; inconclusive = between about 1.1 nM and that limit
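Spectral interference profiling: each compound concentration's relative fluorescence, read with a 547 nm excitation and 618 nm emission filter pair, was normalized to a per-plate Texas Red standard curve.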
Hsp90 Hop PPI – changes Hsp90-Hop TPR2A binding signal, up or down. AlphaScreen TPR2A-His6 binding biotin-Hsp90 C-terminal peptide. Potency, µM (highest dose often 57 µM), for the others: at the top dose activity change, negative = inhibition. 0.44% of 71,000 active; active = well fitted curve in either direction with a large enough effect; inconclusive = small, poorly fitted or top-dose-only effect, or another doubt; note: potency is the fitted concentration of half-maximal effect; % is set by controls: 0 for no effect and ±100 for the full control effect; many of its hits are not listed in these tables
FLuc inh – firefly luciferase inhibition. AID 411. P08659. 2.2% of 72,000 active. purified firefly luciferase, luminescence, 8 min. Potency, µM (doses to about 57.1 µM), for inactives: at the top dose activity change, negative = inhibition, actives largely listed as inhibitors; note: potency is the fitted concentration of half-maximal effect; % is set by controls: 0 for no effect and ±100 for the full control effect; nearly all actives have a fitted effect of over 40% in size
Target sequence (P08659 whole entry, looked up): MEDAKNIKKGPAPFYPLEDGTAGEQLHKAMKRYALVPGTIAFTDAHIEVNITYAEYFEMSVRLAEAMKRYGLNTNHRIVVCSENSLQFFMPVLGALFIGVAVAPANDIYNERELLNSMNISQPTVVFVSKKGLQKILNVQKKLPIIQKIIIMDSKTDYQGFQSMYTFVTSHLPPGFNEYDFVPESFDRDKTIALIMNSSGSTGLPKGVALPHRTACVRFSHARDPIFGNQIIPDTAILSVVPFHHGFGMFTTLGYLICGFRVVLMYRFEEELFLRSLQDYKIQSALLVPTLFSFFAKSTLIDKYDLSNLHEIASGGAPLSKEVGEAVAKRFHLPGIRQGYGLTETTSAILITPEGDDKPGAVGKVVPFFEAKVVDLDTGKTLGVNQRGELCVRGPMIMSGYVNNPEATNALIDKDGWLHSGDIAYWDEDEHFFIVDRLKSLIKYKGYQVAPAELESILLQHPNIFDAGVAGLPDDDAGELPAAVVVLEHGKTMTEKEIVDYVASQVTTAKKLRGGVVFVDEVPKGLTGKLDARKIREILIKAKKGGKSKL
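Compounds were tested as concentration series (qHTS) against purified P. pyralis luciferase with luciferin and 10 uM ATP in 50 mM imidazole pH 7.2, 50 mM KCl, 7 mM MgCl2, 0.01% Tween 20, 0.05% BSA. Luminescence was read after 8 min at ambient temperature.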
ERK AVP inh – blocks ERK signaling stimulated by vasopressin; Potency, µM (series often up to 57.5 µM), for inactives: at the top dose activity, negative = inhibition, hits mostly inhibitors; 0.99% of 72,000 active; HEK293-V1b, vasopressin-stimulated pERK AlphaScreen; note: potency is the fitted concentration of half-maximal effect; % is set by controls: 0 for no effect and ±100 for the full control effect; nearly all actives have a fitted effect of over 55% in size
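Overnight-seeded V1b-HEK293 cells in 1% FBS got compound, then vasopressin (25 nM final, 5 min, 37C), then lysis buffer. AlphaScreen detection of phospho-ERK; activity normalized to basal and full-stimulation controls.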
GFP derepression – epigenetic GFP locus derepression in mouse cells | mouse C127i GFP locus derepression, cytometry, 30 h | 0.09% of 68,000 active | Potency, µM (titrated, usually from 46.1 µM), without a hit: at the top dose GFP derepression (activation) | AID 597; note: % of control where 0% means no effect
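Read-out is the number of GFP-positive cells, scored as fluorescent objects 20 to 120 um wide, reflecting derepression of a silenced CMV-GFP reporter in murine C127i cells after 30 h compound exposure at 37 C.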
A350 autofl – compound fluoresces in the Alexa 350 spectral region. Compound autofluorescence, 340/450 nm, Alexa 350 dye-equivalents; hits give high values. 11% of 59,000 active. max dye-equivalent concentration, M; in the data active = max dye-equivalent concentration above about 10 nM; inconclusive = mostly about 1.1 nM to 9.6 nM
HBB splicing – modulators of hemoglobin beta chain splicing. AID 925. Potency, µM (top dose mostly 46.1 µM), inactives show at the highest dose activation, hits mostly activators. HBB splicing reporter cell assay, activation; EGFP reporter with mutant IVS2-654 intron; response scale: normalised to 500 nM splice-correcting PNA. 0.06% of 65,000 active; note: potency is the fitted concentration of half-maximal effect; 0% is about no effect
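HeLa cells stably expressing EGFP interrupted by mutant beta-globin intron 2 (IVS2-654), 500/well in 2% FCS. Treated with compound for 2 days at 37C. Splicing correction scored as total well GFP intensity (488 nm excitation, 500-520 nm emission); 500 nM antisense PNA served as control.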
4-MU autofl – compounds fluorescent in 4-MU spectral region. compound autofluorescence, 340/450 nm, 4-MU equivalents; hits give high values. max dye-equivalent concentration, M. 11% of 59,000 active. AID 589; in the data active = max dye-equivalent concentration above about 10 nM; inconclusive = mostly about 1.1 nM to 9.6 nM
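Compounds in 100 mM Tris, pH 8.0, incubated 15 min at room temperature, then fluorescence read at 340 nm excitation/450 nm emission. Signal converted to 4-MU dye-equivalent concentration using an on-plate six-point 4-MU standard curve.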
Fluorescein autfl – compound autofluorescence in fluorescein spectral region; max fluorescein-equivalent concentration, M; Compound autofluorescence, 480/540 nm, fluorescein-equivalent; hits give high values; 0.91% of 59,000 active; AID 593; in the data active = max fluorescein-equivalent concentration above about 10 nM; inconclusive = between about 1.1 nM and that limit
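Fluorescein stocks ranging 3 mM down to 300 nM, plus DMSO blanks, were pinned alongside compounds to build a per-plate standard curve. Buffer: 100 mM Tris, pH 8.0. Incubation 15 min, room temperature; filters 480/540 nm.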
An asterisk follows results filed as active; i = inactive; ? = inconclusive; · = not tested or not shown; [ ] = dose if it differs, or a comment. Unless noted, calls come from the whole dose curve; as a rule, active = well fitted curve in the direction sought with a large enough effect; inconclusive = small, poorly fitted or top-dose-only effect, or another doubt; inactive = no such curve, though single readings can be large; an effect the other way counts as inactive or inconclusive. A portion of the library; count on the stated rates, not on these rows.

# | Compound | Texas Red fluor | GFP derepression | Hsp90 Hop PPI | Ub-GFP proteasome | 4-MU autofl | HBB splicing
1 | COc1ccccc1-c1c(C)nn2c(N3CCCCCC3)cc(C)nc12 | · | 9% | 27% | 12% | · | -0.9%
2 | COc1ccc(C(O)c2coc3ccc(O)c(CN(C)C)c23)cc1 (stereo unspecified) | i | 0% | -5% | -7% | i | -2.0%
3 | CCc1ccc(NC(=O)Cn2c(=O)oc3cc(S(=O)(=O)N4CCOCC4)ccc32)cc1 | · | 0% | -4% | -14% | · | 0.1%
4 | CCc1nc2ccccc2n(CC)c1=O | i | 0% | 2% | 7% | 3.6e-08M* | 4.3%[1.84 µM]
5 | COC(=O)N1CCC2(CC1)CN(C(=O)Nc1cccc(F)c1)C2 | i | 12%[9.22 µM] | -3% | -1% | ? | 3.8%
6 | COc1ccc(-c2nc(CS(=O)CC(=O)NCc3ccc4c(c3)OCO4)c(C)o2)cc1 (stereo unspecified) | · | · | -2%[2.3 µM] | -1% | · | -1.0%
7 | COc1ccc(NC(=O)c2ccc(COc3ccccc3Br)o2)cc1OC | i | 0% | -4% | 17% | i | -0.7%
8 | C=CCn1c(SCc2nc3ccccc3c(=O)[nH]2)nnc1-c1cc2cc(Cl)ccc2o1 | i | -3% | -1% | 0% | i | -0.7%

# | A350 autofl | CRE-bla Fsk | Fluorescein autfl | FLuc inh | ERK AVP inh
1 | · | ? | · | -3% | ?
2 | i | -16% | i | 1% | -3%
3 | · | 3% | · | 1% | 4%
4 | ? | ? | ? | 0% | ?
5 | ? | -5% | i | -2%[11.4 µM] | -12%
6 | · | -8% | · | -2% | -8%
7 | i | -5% | i | -7% | 21%
8 | i | 10% | ? | 0% | -20%

A different layout for part of the listing above:
(4) CCc1nc2ccccc2n(CC)c1=O
  Texas Red fluor: i	GFP derepression: 0%	Hsp90 Hop PPI: 2%	Ub-GFP proteasome: 7%	4-MU autofl: 3.6e-08M*	HBB splicing: 4.3%[1.84 µM]	A350 autofl: ?	CRE-bla Fsk: ?	Fluorescein autfl: ?	FLuc inh: 0%	ERK AVP inh: ?
(5) COC(=O)N1CCC2(CC1)CN(C(=O)Nc1cccc(F)c1)C2
  Texas Red fluor: i	GFP derepression: 12%[9.22 µM]	Hsp90 Hop PPI: -3%	Ub-GFP proteasome: -1%	4-MU autofl: ?	HBB splicing: 3.8%	A350 autofl: ?	CRE-bla Fsk: -5%	Fluorescein autfl: i	FLuc inh: -2%[11.4 µM]	ERK AVP inh: -12%
(6) COc1ccc(-c2nc(CS(=O)CC(=O)NCc3ccc4c(c3)OCO4)c(C)o2)cc1 (stereo unspecified)
  Texas Red fluor: ·	GFP derepression: ·	Hsp90 Hop PPI: -2%[2.3 µM]	Ub-GFP proteasome: -1%	4-MU autofl: ·	HBB splicing: -1.0%	A350 autofl: ·	CRE-bla Fsk: -8%	Fluorescein autfl: ·	FLuc inh: -2%	ERK AVP inh: -8%
(7) COc1ccc(NC(=O)c2ccc(COc3ccccc3Br)o2)cc1OC
  Texas Red fluor: i	GFP derepression: 0%	Hsp90 Hop PPI: -4%	Ub-GFP proteasome: 17%	4-MU autofl: i	HBB splicing: -0.7%	A350 autofl: i	CRE-bla Fsk: -5%	Fluorescein autfl: i	FLuc inh: -7%	ERK AVP inh: 21%

Reprinted at random: 2 records from the list.
# | Compound | Texas Red fluor | GFP derepression | Hsp90 Hop PPI | Ub-GFP proteasome | 4-MU autofl | HBB splicing
5 | COC(=O)N1CCC2(CC1)CN(C(=O)Nc1cccc(F)c1)C2 | i | 12%[9.22 µM] | -3% | -1% | ? | 3.8%
7 | COc1ccc(NC(=O)c2ccc(COc3ccccc3Br)o2)cc1OC | i | 0% | -4% | 17% | i | -0.7%

# | A350 autofl | CRE-bla Fsk | Fluorescein autfl | FLuc inh | ERK AVP inh
5 | ? | -5% | i | -2%[11.4 µM] | -12%
7 | i | -5% | i | -7% | 21%

Assay outcomes as filed in PubChem BioAssay.
